# All columns: NCI-60 one-dose screen, growth in % after 48 h at 10 µM unless noted; 100 = growth as untreated, 0 = no growth, -100 = all killed.
# SN12C – SN12C renal cancer cells | 81,000 compounds, 3.8% hits | AID 1794767
# NCI/ADR-RES – NCI/ADR-RES ovarian cells; 81,000 compounds, 4.4% hits
# IGROV1 – IGROV1 ovarian cancer | 79,000 compounds, 4.7% hits
# OVCAR-4 – OVCAR-4 ovarian cancer cells; 80,000 compounds, 3.7% hits; AID 1794784
# OVCAR-5 – OVCAR-5 ovarian cancer. 82,000 compounds, 2.9% hits. AID 1794783
# NCI-H226 – NCI-H226 lung cancer. 79,000 compounds, 3.5% hits
# SK-OV-3 – SK-OV-3 ovarian cancer cells; 80,000 compounds, 3.2% hits; AID 1794785
# NCI-H23 – NCI-H23 lung cancer; 80,000 compounds, 4% hits
# OVCAR-3 – OVCAR-3 ovarian cancer; 79,000 compounds, 7% hits; AID 1794787
# An asterisk follows results filed as active; nt = no result given; & = joins results of further samples; [ ] = remark or other dose. How the source made its calls: active means growth percent below 10; inactive means the rest.
# Under each structure – OVCAR-3 | SN12C | IGROV1 | NCI-H226 | SK-OV-3 | OVCAR-4 | OVCAR-5 | NCI/ADR-RES | NCI-H23
> COc1cc(C(=O)c2c(N)ncn2-c2ccc(Cl)cc2)cc(OC)c1OC
  102 | 97 | 107 | 109 | 99 | 103 | 101 | 98 | 96
> N#CC1C(=O)c2c([nH]c3ccccc23)C12C(=O)Nc1ccccc12 (stereo not given)
  nt | 94 | 56 | 88 | 103 | 97 | 103 | 105 | 96
> N#CC1=C(N)Oc2c(sc3c(Br)cccc23)C1c1ccccn1 (stereo not given)
  14 | 44 | 43 | 41 | 27 | 89 | 72 | 15 | 53
> CC1(C)CC(=O)C2=C(C1)N(c1ccc(F)cc1F)C(N)=C(C#N)C2c1ccc(Br)o1 (stereo not given)
  106 | 94 | 93 | 103 | 104 | 93 | 97 | 91 | 94
> CCN(CC)CCNC(=O)c1cn2ncnc(Oc3ccc(NC(=O)Nc4ccc(Cl)c(C(F)(F)F)c4)c(F)c3)c2c1C
  -3.0* | 62 | -37* | 74 | 82 | 6.2* | 55 | 57 | -37*
> C=CCCCCOc1ccccc1-c1cnc(OCCCCC=C)n1C
  51 | 91 | 63 | 92 | 75 | 98 | 95 | 30 | 76
> C=C(CC(Cl)(Cl)Cl)c1ccc(C)cc1
  108 | 107 | 103 | 98 | 92 | 107 | 97 | 103 | 98
> COc1ccc(-n2c(=O)n(-c3ccc(-c4nc5ccc(F)cc5s4)cc3)c(=O)c3cccnc32)cc1
  106 | 100 | 91 | 105 | 87 | 104 | 108 | 103 | 90
> Cc1[nH]c(C2CC(c3ccc(C(F)(F)F)c(F)c3)=NN2c2ccc(Cl)cc2)c(C)c1C(=O)NCC(F)(F)F (stereo not given)
  110 | 88 | 62 | 73 | 99 | 82 | 99 | 97 | 89
> O=C(O)C(O)C(O)C(O)C(O)CO (stereo not given)
  106 | 102 | 114 | 106 | 106 | 99 | 100 | 107 | 110
> Cc1[nH]c2ncnc(Oc3ccc(NC(=O)Nc4ccc(Cl)c(C(F)(F)F)c4)cc3)c2c1C
  56 | 69 | 55 | 75 | 92 | 90 | 98 | 65 | 57
> C[C@H](O)[C@H]1CCC(=O)[C@]23CC(=O)[C@@H]4C[C@@H](O)[C@@H](O)C[C@]4(C)[C@H]2CC[C@]13C
  103 | 96 | 102 | 100 | 91 | 98 | 104 | 104 | 107
> C(=N\OCCc1ccccc1)/c1ccccn1
  104&105 | 109&119 | 111 | 108&121 | 123 | 113&114 | 102&101 | 104&117 | 109
> COc1ccc(C2=C/C(=C\c3cc(OC)c(OC)c(OC)c3)C(=O)NN2C(=S)NN)cc1
  112 | 104 | 105 | 88 | 95 | 104 | 108 | 100 | 92
> CC(=O)Nc1nc(C)c(C(=O)NNC(=S)NCc2ccccc2)s1
  70 | 94 | 130 | 88 | 94 | 90 | 85 | 78 | 88
> O=C(Cn1cc(CN2CCOCC2)nn1)Nc1ccc2c(ccn2Cc2ccccc2)c1
  103 | 100 | 110 | 98 | 98 | 100 | 106 | 101 | 106
> Cn1cc(-c2cc(N)n3nc(-c4c[nH]c5ccc(Cl)cc45)cc3n2)c2cccnc21
  -71* | -80* | -78* | -58* | -74* | -42* | -83* | -74* | -76*
> O=C(NCc1ccc(Cl)cc1)c1[nH]c2ccccc2c1Cl
  97 | 99 | 107 | 90 | 98 | 101 | 117 | 96 | 96
> Cc1ccc(-c2cnc3nonc3n2)cc1
  47 | 95 | 95 | 114 | 102 | 80 | 142 | 72 | 75
> OC(O)(c1cncc(-c2ccc3ncnc(NCc4ccccc4)c3c2)c1)C(F)(F)F
  57 | 60 | 12 | 72 | 86 | 63 | 66 | 101 | nt
> C=CCn1cc(-c2nc3ccccc3s2)c2cc(-c3ccc4c5c(cccc35)C(=O)N(Nc3ccccc3)C4=O)ccc21
  110 | 98 | 102 | 98 | 112 | 112 | 97 | 100 | 101
> CCOC(=O)/C(C#N)=C(\C)CC(C)C
  120 | 104 | 91 | 102 | 102 | 112 | 111 | nt | 110
> CC(=O)N1c2ccccc2N(C(C)=O)c2ccccc21
  112 | 103 | 107 | 96 | 103 | 102 | 110 | 107 | 104
> Cc1nc2ncccc2c(=O)n1-c1ccc(S(N)(=O)=O)cc1
  109 | 98 | 102 | 95 | 100 | 107 | 99 | 99 | 100
> CC(C)(C)c1cc(Cl)c(O)c(Cl)c1
  104 | 106 | 103 | 106 | 76 | 112 | 92 | 111 | 104
> Cc1cc(Cl)nc(/N=C(/N)Nc2ccc(Cl)cc2)n1
  106 | 102 | 86 | 96 | 91 | 99 | 93 | 96 | 96
> O=C1c2ccccc2Cc2cc(O)ccc21
  108 | 110 | 101 | 93 | 104 | 106 | 100 | 106 | 95
> CCCCn1c(OC(=S)N(CC)CC)cc(C)nc1=S
  106 | 97 | 105 | nt | 106 | 94 | 102 | 99 | 95
> CC(C)(C)NC(=O)C(OC(=O)C1CCc2cc(F)ccc2O1)c1ccc([N+](=O)[O-])cc1 (stereo not given)
  96 | 95 | 91 | 85 | 91 | 88 | 106 | 95 | 89
> COc1ccc(-c2cc(-c3nnc(SC/C(=N\O)c4ccccc4)n3-c3ccccc3)c3ccccc3n2)cc1OC
  107 | 102 | 110 | 101 | 100 | 118 | 113 | 95 | 93

# Complete entries from above. Order of values: OVCAR-3 | SN12C | IGROV1 | NCI-H226 | SK-OV-3 | OVCAR-4 | OVCAR-5 | NCI/ADR-RES | NCI-H23
# Listed for CCOC(=O)/C(C#N)=C(\C)CC(C)C = 120 | 104 | 91 | 102 | 102 | 112 | 111 | nt | 110
# Listed for C(=N\OCCc1ccccc1)/c1ccccn1 = 104&105 | 109&119 | 111 | 108&121 | 123 | 113&114 | 102&101 | 104&117 | 109
# Listed for C[C@H](O)[C@H]1CCC(=O)[C@]23CC(=O)[C@@H]4C[C@@H](O)[C@@H](O)C[C@]4(C)[C@H]2CC[C@]13C = 103 | 96 | 102 | 100 | 91 | 98 | 104 | 104 | 107
# Listed for C=C(CC(Cl)(Cl)Cl)c1ccc(C)cc1 = 108 | 107 | 103 | 98 | 92 | 107 | 97 | 103 | 98

# Some values from the results shown:
# NCI-H23 result of CC(C)(C)NC(=O)C(OC(=O)C1CCc2cc(F)ccc2O1)c1ccc([N+](=O)[O-])cc1 (stereo not given) is entered as 89
# NCI-H23 result of CC(=O)N1c2ccccc2N(C(C)=O)c2ccccc21 is entered as 104

# The results go on.
# Under each structure – OVCAR-3 | SN12C | IGROV1 | NCI-H226 | SK-OV-3 | OVCAR-4 | OVCAR-5 | NCI/ADR-RES | NCI-H23
> O=c1oc(-c2cccc([N+](=O)[O-])c2)nc2ccccc12
  114 | 98 | 115 | 98 | 94 | 100 | 98 | 112 | 109
> Cc1c(NC(=O)C(C)Sc2nc3sc4c(c3c(=O)n2-c2ccc(Cl)cc2)CCCC4)c(=O)n(-c2ccccc2)n1C (stereo not given)
  100 | 83 | 82 | 90 | 110 | 82 | 104 | 92 | nt
> CC(C)(O/N=C(\C(=O)N[C@@H]1C(=O)N2C(C(=O)[O-])=C(C[n+]3ccccc3)CSC12)c1csc(N)n1)C(=O)O (stereo not given in full)
  100 | 86 | 89 | 106 | 104 | 100 | 129 | 105 | 95
> Cc1cccc(N=C2C(=O)NC(=O)NC2=O)c1
  113 | 104 | 105 | 115 | 102 | 102 | 103 | 104 | 103
> CCCCCCCCCCCCCCCCC(=O)O
  115 | 103 | 107 | 101 | 116 | 106 | 117 | 100 | 98
> C#Cc1cccc(Nc2nc(C)nc3cc(NC(=O)CCl)ccc23)c1
  -88* | -68* | -57* | -28* | 8.5* | -42* | -85* | -22* | -56*
> Clc1ccc2c(c1)sc1nc(-c3c[nH]c4ccccc34)c(Nc3ccccc3)n12
  97 | 93 | 93 | 92 | 89 | 100 | 105 | 108 | 94
> O=C(Nc1ncc(Cc2ccccc2)s1)c1cc(-c2ccccc2)nc2ccccc12
  104 | 104 | 87 | 89 | 97 | 108 | 99 | 88 | 89
> CN(C)CCOC(c1ccc(Cl)cc1)c1ccccn1 (stereo not given)
  107 | 98 | 107 | 96 | 108 | 106 | 105 | 103 | 99
> c1ccc2c(c1)NC1(CCSc3ccccc31)n1nccc1-2 (stereo not given)
  99 | 97 | 99 | 87 | 91 | 93 | 100 | 91 | 87
> Cc1nn(-c2ccccc2)c2nc(C)n(-c3ccc(Br)cc3)c(=O)c12
  -32* | 49 | 31 | 49 | 42 | 40 | 36 | 3.2* | 16
> N#CC1=C(c2c[nH]c3ccccc23)Nc2nc(N)[nH]c(=O)c2C1c1ccc2c(c1)OCO2 (stereo not given)
  108 | 103 | 114 | 90 | 115 | 96 | 107 | 104 | 97
> O=S(=O)(Nc1ncccn1)c1ccc(N=C=S)cc1
  109 | 89 | 98 | 102 | 105 | 101 | 71 | 101 | 101
> COC(=O)c1cc(C(=O)CBr)n2c1ccc1c3ccccc3ccc12
  103 | 51 | 34 | 53 | 62 | 101 | 73 | 57 | 51
> CC1=CC2NCc3c(oc(-c4ccccc4)c3C(=O)c3ccccc3)C2C=C1 (stereo not given)
  99 | 89 | 93 | 97 | 69 | 108 | 84 | 99 | 92
> O=C(NS(=O)(=O)c1ccccc1)c1ccc2c(c1)nc(-c1ccccc1)n2C1CCCCC1
  108 | 100 | 111 | 111 | 100 | 111 | 92 | 98 | 106
> NC(N)=N/N=C(/CC(=O)c1ccccc1)c1ccccc1
  111 | 101 | nt | 92 | 97 | 122 | 88 | 102 | 94
> CC(C)(C)C(=O)Nc1ccc(C(=O)Nc2cccc(-c3nc4ccccc4[nH]3)c2)cc1
  97 | 79 | 97 | 100 | 93 | 100 | 99 | 85 | 82
> BrC(c1ccccc1)C(Br)c1ccccc1 (stereo not given)
  88 | 99 | 111 | 104 | 105 | 114 | 100 | 104 | 90
> Cc1ccc(C(=O)C2=Cc3cc4ccccc4n3Cc3cnnn32)cc1
  109 | 94 | 104 | 98 | 100 | 104 | 96 | 108 | 100
> N#CCCN1CCN(CCC#N)c2ccccc21
  119 | 102 | 131 | 108 | 102 | 113 | 98 | 107 | 106
> O=C(O)CCc1ccc(NC(=O)CN(CCO)CCO)cc1
  114 | 108 | nt | 106 | 116 | 108 | 98 | 121 | 117
> CC(=O)C(=O)NCCCCCCCC(=O)Nc1ccccc1
  125 | 97 | 103 | 103 | 99 | 120 | 103 | 111 | 107
> O=c1cc(-c2nc3cc(Cl)c(F)cc3s2)c2ccc(Cl)cc2o1
  112 | 98 | 98 | 80 | 111 | 94 | 97 | 101 | 97
> O=C(c1cc(NCc2cc(O)ccc2O)ccc1O)N1CCOCC1
  102 | 107 | 104 | 104 | 88 | 99 | 99 | 104 | 101
> CN1C(=O)/C(=C\c2ccc(F)cc2)c2ccccc21
  87 | 73 | 53 | nt | 103 | 73 | 90 | 85 | 85
> O=S(=O)(NCCNc1cc(-c2c(-c3cccc(O)c3)nc3sccn23)ccn1)c1ccccc1
  67 | 57 | 46 | 58 | 83 | 68 | 107 | 88 | 88
> CCn1c(-c2ccc3nc(-c4ccc([N+](=O)[O-])cc4)[nH]c3c2)n[nH]c1=S
  104 | 108 | 93 | 106 | nt | 100 | 96 | 104 | 95
> CC(=O)N(CCCCCCN(C(C)=O)C(C)=O)C(C)=O
  113[100 µM] | 103[100 µM] | 108[100 µM] | 101[100 µM] | 114[100 µM] | 101[100 µM] | 110[100 µM] | 105[100 µM] | 108[100 µM]
> NC(=S)c1ccc(N)cc1
  100 | 94 | 95 | 103 | 98 | 100 | 104 | 98 | 99
> Cn1cnc([N+](=O)[O-])c1Sc1ncnc2nc[nH]c12
  39&51 | 83&76 | 83&75 | 72&51 | 17 | 53&40 | 72&62 | 57&67 | 80&73
> O=C(Nc1ccc(Br)cc1)Nc1ccc2nc(NS(=O)(=O)c3ccc4ccccc4c3)sc2c1
  96 | 100 | 94 | 79 | 83 | 99 | 96 | 98 | 92
> Cc1cc(N2CCOCC2)nc(N2CCC(C#N)CC2)n1
  114 | 104 | 110 | 98 | 94 | 102 | 104 | 109 | 102
> COc1ccc(S(=O)(=O)N2CCN(c3oc(-c4ccccc4)nc3C#N)CC2)cc1
  98 | 76 | 91 | 88 | 82 | 81 | 90 | 98 | 96
> N#Cc1cnn(-c2nc3c(Cl)cccc3s2)c1N
  98 | 88 | 84 | 76 | 78 | -4.2* | 108 | 82 | 83
> O=C1NC(=S)NC(=O)C1=Cc1ccc(OCC(=O)N2CCOCC2)cc1
  108 | 102 | 105 | 98 | 97 | 104 | 107 | 100 | 94
> C=C1C(=O)O[C@@H]2/C=C(/C)C3=CC(=O)[C@@](C)(C[C@H](OC(=O)/C(C)=C\C)[C@@H]12)O3
  2.8* | nt | 19 | 34 | 93 | 21 | 4.4* | 17 | 6.4*
> CN1c2ccccc2C(=O)N(NC(=O)Nc2ccccc2)C1c1ccc(F)cc1 (stereo not given)
  87 | 101 | 108 | 105 | 94 | 95 | 108 | 101 | 99
> CN1CC(c2ccc(Cl)cc2)C(C(=O)c2ccc(O)cc2)C12C(=O)c1ccccc1C2=O (stereo not given)
  103 | 99 | 89 | 92 | 94 | 103 | 108 | 98 | 88
> Cc1ccc(N2C(=O)/C(=C/C=C/c3ccco3)SC2=S)cc1
  nt | 91 | 103 | 102 | 107 | 92 | 103 | 98 | 99
> CCCCCCCCCCCC(=O)OCCCC
  107 | 102 | 111 | nt | 105 | 89 | 98 | 107 | 107

# Sorted by formula weight (largest number first): 3 of the compounds above
# Under each structure – OVCAR-3 | SN12C | IGROV1 | NCI-H226 | SK-OV-3 | OVCAR-4 | OVCAR-5 | NCI/ADR-RES | NCI-H23
> CN1c2ccccc2C(=O)N(NC(=O)Nc2ccccc2)C1c1ccc(F)cc1 (stereo not given)
  87 | 101 | 108 | 105 | 94 | 95 | 108 | 101 | 99
> O=C1NC(=S)NC(=O)C1=Cc1ccc(OCC(=O)N2CCOCC2)cc1
  108 | 102 | 105 | 98 | 97 | 104 | 107 | 100 | 94
> N#Cc1cnn(-c2nc3c(Cl)cccc3s2)c1N
  98 | 88 | 84 | 76 | 78 | -4.2* | 108 | 82 | 83

# Source: PubChem BioAssay (NCI)
